hiPSC survival = enhancers of single-cell hiPSC survival, primary screen, ATPlite luminescence. 100% = ROCK inhibitor wells, 0% = DMSO. survival enhancement, % at 20 µM. 0.044% of 360,000 active; in the data active = survival enhancement above about 18%;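 also: cells exposed to compounds for 16 hours before the ATP read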
Vif imaging = HIV Vif self-association inhibitors, primary screen, imaging, HEK293T, single point | HEK293T cells, Vif self-association by quenched fluorescence, 24 h | inhibition, % at 7.49 µM | 0.35% of 340,000 active; in the data active = inhibition above about 50%, passing the limit was not always enough; also: some results filed as inactive read as strong as hits
PDI inh = inhibitors of human PDI, primary screen, biochemical, turbidity, single point, plate reader | Protein disulfide-isomerase (Homo sapiens), P07237 | PDI insulin aggregation turbidity, A650, 90 min | inhibition, % at 10 µM | 0.052% of 350,000 active | AID 588391, 2011;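 active = mean inhibition across replicates of 30% or more, whatever share of single replicates reach that level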;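 also: absorbance from insulin aggregation driven by PDI reduction with DTT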
Target sequence (P07237 whole entry, looked up): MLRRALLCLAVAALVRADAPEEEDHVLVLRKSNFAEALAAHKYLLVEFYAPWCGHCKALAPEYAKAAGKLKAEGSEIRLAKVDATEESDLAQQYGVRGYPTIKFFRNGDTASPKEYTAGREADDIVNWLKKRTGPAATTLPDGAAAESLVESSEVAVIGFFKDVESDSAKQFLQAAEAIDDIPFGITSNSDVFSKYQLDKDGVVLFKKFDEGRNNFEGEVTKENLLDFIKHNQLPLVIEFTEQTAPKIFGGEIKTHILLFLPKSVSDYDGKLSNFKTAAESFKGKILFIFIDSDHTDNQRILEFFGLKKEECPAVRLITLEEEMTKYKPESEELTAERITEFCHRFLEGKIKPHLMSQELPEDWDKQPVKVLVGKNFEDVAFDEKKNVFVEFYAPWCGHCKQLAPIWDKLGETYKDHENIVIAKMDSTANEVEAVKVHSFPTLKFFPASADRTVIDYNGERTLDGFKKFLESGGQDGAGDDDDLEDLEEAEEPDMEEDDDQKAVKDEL
ABCB6 inh 2 = ABCB6 transporter inhibitors, primary screen, K562-ABCB6 cells, flow cytometry, MLPCN library; ATP-binding cassette sub-family B member 6 (Homo sapiens), Q9NP58; K562-ABCB6 porphyrin accumulation, 1 h; stronger effect = lower value; fluorescence ratio to DMSO, % at 10 µM; 0.19% of 360,000 active; AID 602162, 2011;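 active = fluorescence ratio to DMSO below 75%, the collection mean minus 3 SD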;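 also: signal is porphyrin accumulated inside mitochondria; 100% equals median channel fluorescence of DMSO control wells; lower ratio means ABCB6 inhibition with less porphyrin fluorescence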
HTR2A ag = mouse Htr2a agonists via beta-arrestin recruitment, primary screen, cell-based, luminescence. CHO-K1 mHTR2A beta-arrestin complementation; percent of 30 µM serotonin response. AID 624169, 2012. 0.66% of 360,000 active. activation, % at 7.6 µM;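 active = activation above a run cutoff, the mean activation of all tested compounds plus 3 SD, cut at about 14% in these data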;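 also: 0% = plate median of compound wells and 100% = 30 µM serotonin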
Target sequence (P35363 whole entry, looked up): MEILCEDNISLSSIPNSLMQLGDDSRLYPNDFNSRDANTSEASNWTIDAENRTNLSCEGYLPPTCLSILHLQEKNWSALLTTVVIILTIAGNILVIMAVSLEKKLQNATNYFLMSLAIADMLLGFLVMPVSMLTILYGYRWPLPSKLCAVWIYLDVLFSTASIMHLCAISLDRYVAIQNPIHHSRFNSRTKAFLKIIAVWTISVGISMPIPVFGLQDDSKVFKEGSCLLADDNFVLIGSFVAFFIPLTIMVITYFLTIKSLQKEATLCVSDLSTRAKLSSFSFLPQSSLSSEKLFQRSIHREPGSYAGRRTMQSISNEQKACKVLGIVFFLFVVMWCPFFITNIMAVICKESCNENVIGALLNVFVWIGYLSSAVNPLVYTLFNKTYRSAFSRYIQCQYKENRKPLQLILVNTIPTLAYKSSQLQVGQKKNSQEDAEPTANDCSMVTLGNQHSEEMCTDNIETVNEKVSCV
Cardio protect = cardioprotection against H2O2-induced cell death, primary screen, uHTS, H9c2 cells, ATPLite luminescence; H9c2 cardiomyocytes, H2O2 injury protection, 2 h; protection from H2O2 cell death, % at 20 µM; 0.63% of 360,000 active;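 active = compounds giving at least 50% protection of heart cells from peroxide-induced death in the single-dose screen, raw or plate-pattern-corrected value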;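 also: 0% = DMSO wells with peroxide and 100% = DMSO wells without peroxide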
N-glyco inh = increase of ERlucT glycosylation luciferase signal, primary screen, N-linked glycosylation inhibitor project, D54 ERlucT cells, luminescence, set 2. D54 ERlucT glycosylation luciferase reporter, 24 h; percent of 100 nM tunicamycin response. reporter increase, % at 12.5 µM. 0.23% of 360,000 active;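 active = mean luciferase reporter signal, scaled so untreated is 0 and the glycosylation-blocking control 100, at or above a set limit in every replicate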;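 also: luciferase carries N-glycosylation sites so blocking glycosylation raises the light; 0% = median of neutral control wells and 100% = median of 100 nM tunicamycin wells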
aDG glyco act = activators of alpha-DG glycosylation, primary screen, uHTS, Pro5-aDG cells, AlphaScreen | alpha-DG glycosylation AlphaScreen (IIH6); 0% Pro5, 100% B10-LARGE cell signal | activation, % at 10 µM | 0.22% of 360,000 active | AID 624168, 2012;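 active = activation of at least 8% versus controls, or a plate z-score of at least 8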;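 also: Pro5 are CHO cells carrying HIG-tagged alpha-DG that lacks glycosylation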
CaV13 ICDI inh = Disruptors of the CACNA1D IQ motif to Ca2+-dependent inactivation inhibitor domain association, primary screening, Förster resonance energy transfer in intact living …; 0.098% of 340,000 active; AID 743397; inhibition, % at 12.3 µM; HEK cells, CFP/YFP FRET ICDI-IQ, plate reader, 10 min; percent FRET-ratio fall versus neutral wells;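 active = mean replicate inhibition of at least 30% and at least 1% of replicates passing that level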;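 also: 0% = median of the neutral control wells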
Exocytosis inh = LAMP-1 surface exposure blockers, TALL-104 cells – cell-based, flow cytometry, MLPCN library, primary screen | TALL-104 LAMP-1 surface exposure; cells stimulated with thapsigargin and PMA | inhibition, % at 10 µM | 0.66% of 360,000 active;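 active = inhibition above about 55%, limit read from the data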
An asterisk follows results filed as active; i = inactive; x = no result given.

Sample of the layout (three entries):
SMILES | hiPSC survival | Vif imaging | PDI inh | ABCB6 inh 2 | HTR2A ag | Cardio protect | N-glyco inh | aDG glyco act | CaV13 ICDI inh | Exocytosis inh
Cc1cc(NC(=O)CSc2ccc3nnc(-c4cccc(F)c4)n3n2)no1 | -2.6 | -3 | 8 | 88 | 0 | 6 | 7 | 0.1 | -9 | -1
COc1ccc(-c2cccc([C@H]3[C@@H]4C=CC[C@@H](C)[C@@H]4C(=O)N3Cc3ccccc3)c2)cc1 | -1.5 | -1 | 4 | 94 | -2 | -13 | -4 | -0.1 | -5 | 2
COc1cccc(Nc2nc(-c3cccs3)nc3ccccc23)c1 | -1.7 | -6 | 26 | 99 | 0 | 11 | 0 | 0.7 | -5 | -1

This part in full, from the first entry:
SMILES | hiPSC survival | Vif imaging | PDI inh | ABCB6 inh 2 | HTR2A ag | Cardio protect | N-glyco inh | aDG glyco act | CaV13 ICDI inh | Exocytosis inh
Cc1cc(NC(=O)CSc2ccc3nnc(-c4cccc(F)c4)n3n2)no1 | -2.6 | -3 | 8 | 88 | 0 | 6 | 7 | 0.1 | -9 | -1
COc1ccc(-c2cccc([C@H]3[C@@H]4C=CC[C@@H](C)[C@@H]4C(=O)N3Cc3ccccc3)c2)cc1 | -1.5 | -1 | 4 | 94 | -2 | -13 | -4 | -0.1 | -5 | 2
COc1cccc(Nc2nc(-c3cccs3)nc3ccccc23)c1 | -1.7 | -6 | 26 | 99 | 0 | 11 | 0 | 0.7 | -5 | -1
CCCCOc1cccc(C(=O)N(Cc2ccccc2)C2CCS(=O)(=O)C2)c1 (stereo not given) | -0.5 | -8 | 15 | 90 | 6 | -2 | 1 | 0.0 | -3 | 18
CCc1c(C)c2nncn2[nH]c1=O | -0.2 | -1 | -1 | 87 | 3 | 1 | 1 | 0.0 | 0 | 0
C=C1CCC[C@]2(C)C[C@H]3OC(=O)C(CN4CCOCC4)[C@H]3C[C@@H]12 (stereo not given in full) | -0.4 | -5 | 1 | 92 | 0 | 0 | -6 | -0.2 | -22 | -2
CC(C)NC(=O)N(C)C[C@H]1Oc2c(NC(=O)C3CC3)cccc2C(=O)N([C@H](C)CO)C[C@@H]1C | 2.4 | 4 | 2 | 97 | 6 | -6 | 6 | 0.3 | -5 | -3
CCN(CC)Cc1nc2c(c(=O)[nH]1)C1(CCCCC1)Cc1ccccc1-2 | -0.4 | -4 | -1 | 99 | -1 | 2 | -4 | -0.1 | -9 | 1
CCn1c(-c2ccccc2)ccc(C#N)c1=O | -2.2 | 3 | -1 | 101 | -2 | -7 | 0 | -0.2 | -5 | -1
CC(C)OCCCN1C(=O)c2[nH]nc(-c3ccccc3O)c2C1c1cccc(Cl)c1 (stereo not given) | -1.0 | 0 | 7 | 101 | -1 | 11 | -1 | -0.1 | -5 | 24
COc1ccc(NC(=O)CSc2nnnn2C2CC3C=CC2C3)cc1 (stereo not given) | -0.6 | -6 | -3 | 99 | 8 | -4 | 1 | 0.2 | -3 | 0
CCC1(CC)NC(=O)N(CC(=O)Nc2ccc(C)cc2C)C1=O | 0.3 | 17 | -2 | 97 | 8 | -2 | 1 | 0.0 | -2 | 1
NC(=O)c1ccc(NC(=O)CSc2cn(CC(=O)N3CCOCC3)c3ccccc23)cc1 | 0.1 | -3 | 4 | 98 | 3 | 0 | 2 | 0.1 | -7 | -4
CCCNC(=O)C1(C)CCN(C(=O)C2(c3ccc(Cl)cc3)CCCC2)C1 (stereo not given) | 1.8 | x | 13 | 88 | -1 | 0 | 1 | 0.1 | -5 | 35
O=C(O)c1ccc(CNCc2cccc(Cl)c2Cl)cc1 | 4.0 | 15 | -5 | 87 | -3 | 1 | 2 | 0.0 | x | 2
COC(=O)Cc1ccc(OC(=O)c2cccc(S(=O)(=O)N3CCN(C)CC3)c2)cc1 | -0.3 | 6 | -3 | 97 | -10 | -6 | -2 | -0.2 | -6 | -2
CC(=O)N1CCN(C(=S)NC(=O)C23CC4CC(CC(C4)C2)C3)CC1 | 0.0 | -8 | 1 | 98 | 4 | 1 | -1 | 0.0 | -2 | -1
CCOC(=O)c1ccc(CNC(=O)Cn2nnc(-c3ccc(C)cc3)n2)o1 | 11 | x | -4 | 115 | 3 | -6 | 2 | -0.1 | -5 | -1
COc1cccc(NC(=O)Nc2cc(C(=O)NC(C)C)ccc2N2CC3CC(C2)c2cccc(=O)n2C3)c1 (stereo not given) | -0.1 | -5 | 9 | 102 | 9 | 10 | 1 | -0.2 | -2 | 0
O=c1cnnc(Nc2ccc(F)cc2)[nH]1 | 0.8 | -1 | 1 | 96 | 2 | 0 | 0 | 0.1 | 11 | 5
Cc1cccc(C)c1-n1c(SCC(=O)NCc2ccco2)nc2ccccc2c1=O | 1.7 | 2 | 0 | 103 | -3 | 11 | -3 | -0.3 | x | -1
Cc1cccc(OCc2nnc(SCC(=O)Nc3ncc(C)s3)o2)c1 | -0.5 | 8 | 12 | 100 | -5 | -1 | 2 | -0.4 | 4 | 0
Cc1ccc(F)cc1C(=O)N1CCCC(c2cc(C(=O)Nc3ccccc3)no2)C1 (stereo not given) | 2.0 | -2 | -1 | 103 | -1 | -9 | -1 | 0.1 | -6 | -4
COc1ccc(C(CNC(=O)Cc2ccccc2Cl)N2CCCCC2)cc1 (stereo not given) | 1.8 | 12 | 7 | 96 | -5 | 7 | -1 | 0.0 | -4 | 23
O=C(CCC(=O)N1CCN(c2ccccc2F)CC1)c1ccc(F)cc1 | -0.5 | -2 | 6 | 98 | -3 | -4 | 0 | 0.0 | -5 | 2
COc1cccc(NC(=O)Nc2nccc(C)n2)c1 | -2.0 | 3 | 3 | 102 | 2 | -27 | -9 | 0.4 | -3 | 1
CCc1nnc(NC(=O)CSc2nnc(-c3cccnc3)n2CC)s1 | -0.7 | 7 | 1 | 99 | 0 | 5 | -1 | 0.4 | -4 | 0
CCN(CC)CCNC(=O)c1cc2cc3ccc(OC)cc3nc2o1 | 0.0 | -3 | 11 | 89 | 1 | 6 | 10 | 0.1 | -21 | 2
CN(C)S(=O)(=O)c1ccc2c(c1)c(=O)c(C(=O)N1CCN(c3ccccn3)CC1)cn2C | -0.2 | -2 | x | 99 | -4 | 25 | -1 | 0.7 | 1 | -2
O=C(O)CC1Sc2nnc(COc3ccc(Cl)cc3)n2N=C1c1ccccc1 (stereo not given) | -0.3 | 13 | -1 | 97 | 1 | -1 | 2 | 0.4 | -5 | 1
COc1cc(C(=O)Nc2ccccc2N2CCCCC2)cc(OC)c1OC | -0.8 | -10 | -14 | 95 | 1 | 4 | 2 | 0.0 | -18 | 43
O=C(CN1C(=O)CCC1=O)Nc1nc(-c2nc3ccccc3s2)cs1 | 0.8 | 1 | 6 | 93 | 12 | 12 | -3 | 0.7 | -7 | -2
O=C(CSc1nc2c(c(=O)n1-c1ccc(Cl)cc1)SCC2)NCc1ccco1 | 0.3 | -5 | 1 | 91 | -2 | 3 | 2 | -0.1 | -5 | -2
CC(=O)NC(c1ccc(F)c(F)c1)c1nc(-c2cccc(C(F)(F)F)c2)cs1 (stereo not given) | -0.5 | 5 | 2 | 102 | -5 | -5 | -2 | 0.1 | -3 | 9
COc1ccc(/C=C/CN2CCCC(C(=O)c3ccc(OC)c(F)c3)C2)cc1 (stereo not given) | 0.3 | -8 | 2 | 92 | -6 | -11 | -3 | 0.4 | -19 | 3
O=c1oc2cc(O)ccc2cc1-c1nc2c(s1)CCc1ccccc1-2 | 1.7 | i | 9 | 499 | 4 | -18 | -1 | 1.6 | -11 | 7
Cc1ccc(C2=NN=C(NC(=O)C(F)(F)F)SC2)cc1 | -0.4 | -5 | 5 | 94 | -8 | -13 | 2 | 1.6 | 5 | 2
CCN(C(=O)CSc1nnc(-c2ccncc2)n1Cc1ccccc1)C1CCS(=O)(=O)C1 (stereo not given) | 0.9 | 18 | -4 | 87 | 5 | -1 | 0 | 1.2 | -2 | 4
Cn1c(SCC(=O)N2c3ccccc3Sc3ccccc32)nc2ccccc21 | -1.1 | -5 | 8 | 94 | -3 | 9 | -6 | 0.0 | -2 | -2
CC(C)(C)C(=O)NCCN1C(=O)S/C(=C\c2ccc([N+](=O)[O-])cc2)C1=O | 9.9 | 1 | 20 | 109 | -3 | -21 | 8 | 1.6 | 1 | 36
COCC(C)n1c(SCC(=O)N2CC(=O)Nc3ccccc32)nc2ccccc2c1=O (stereo not given) | -2.9 | 3 | 2 | 98 | 3 | 5 | -2 | 0.1 | -6 | -11
CCOc1ccccc1C1CC(=O)Nc2cc3c(cc21)OCO3 (stereo not given) | -1.2 | -4 | -5 | 104 | 6 | -12 | 19 | 0.2 | -5 | 4
COc1ccc(-c2nc(CS(=O)(=O)CC(=O)NCCc3cc(OC)ccc3OC)c(C)o2)cc1 | 0.0 | 11 | 0 | 103 | 4 | -2 | -1 | 0.5 | -4 | 0
O=C(Nc1ccc2oc(-c3ccccc3F)nc2c1)c1ccc([N+](=O)[O-])o1 | 1.3 | -11 | -1 | 94 | -4 | 58* | 1 | 0.3 | -3 | -4
CCC(C)(C)n1nnnc1C(c1ccccc1)N1CCN(C2CCCC2)CC1 (stereo not given) | -0.1 | 3 | 9 | 88 | -5 | 7 | -3 | -0.2 | x | -4
COc1ccccc1N1CCN(CC(=O)c2ccc3ccn(C(C)=O)c3c2)CC1 | 4.2 | -2 | x | 100 | 4 | 3 | 1 | -0.1 | x | -8
CCc1nn(CC(=O)NCCc2ccc(OC)cc2OC)c(=O)c2cc3occc3n12 | 0.6 | -4 | 3 | 99 | -1 | 8 | -1 | 0.1 | -2 | -4
CC1(C(=O)NS(=O)(=O)c2ccc(C#N)cc2)CCN1C(=O)Cc1cc(F)ccc1F (stereo not given) | -0.3 | -3 | -6 | 104 | 13 | 10 | 1 | 0.0 | -11 | 3
O=C(CSc1nnc(-c2ccccc2)n1CC1CCCO1)N1CCCC1 (stereo not given) | 3.4 | -2 | 9 | 97 | 2 | 0 | 1 | 0.4 | -4 | -2
CCN(CCO)c1ncnc2c1sc1nc(C(C)C)c3c(c12)CC(C)(C)OC3 | 5.3 | 7 | -2 | 96 | 7 | 60* | -4 | 0.3 | -6 | -2
Oc1c(C(c2ccccn2)N2CCOCC2)ccc2cccnc12 (stereo not given) | -0.5 | 11 | 14 | 99 | -2 | 65* | 4 | -0.3 | x | 9
COc1cccc(C(Nc2ccccc2)c2ccc3ccc(C)nc3c2O)c1 (stereo not given) | x | x | x | x | -4 | x | x | 0.6 | -5 | -2
c1cncc(COC2CCCN(Cc3nc(-c4cccs4)no3)C2)c1 (stereo not given) | 2.0 | x | -11 | 78 | -2 | 9 | 0 | 0.3 | -12 | 0
